Source: PubChem BioAssay (several laboratories)
Shn3 3UTR inh: Schnurri-3 reporter inhibition in Clone20 osteoblasts | Clone20 osteoblast Shn3 3'UTR firefly luciferase, 24 h | inhibition, % at 12.5 µM | hit rate 0.52% among 360,000 | AID 588674;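 active = mean inhibition of at least 75% with every replicate also reaching 75%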;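 also: 0% = median of neutral control wells and 100% = pilot-screen positive control compound; some compounds past the cut are filed as inactive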
NR2E3 ag-1: human photoreceptor-specific nuclear receptor agonism | Q9Y5X4 | CHO-S Gal4-NCOR/VP16-NR2E3 two-hybrid, luciferase | inhibition of corepressor binding, % at 3.98 µM | hit rate 0.35% among 360,000 | AID 602229;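 active = inhibition above the mean of all tested compounds plus 3 SD, cut at about 70% in these data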;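 also: 0% = DMSO with NR2E3 transfected cells and 100% = cells lacking NR2E3 construct; higher means lower luciferase signal from less NR2E3 corepressor binding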
Target sequence (Q9Y5X4 whole entry, looked up, the tested form may be a part): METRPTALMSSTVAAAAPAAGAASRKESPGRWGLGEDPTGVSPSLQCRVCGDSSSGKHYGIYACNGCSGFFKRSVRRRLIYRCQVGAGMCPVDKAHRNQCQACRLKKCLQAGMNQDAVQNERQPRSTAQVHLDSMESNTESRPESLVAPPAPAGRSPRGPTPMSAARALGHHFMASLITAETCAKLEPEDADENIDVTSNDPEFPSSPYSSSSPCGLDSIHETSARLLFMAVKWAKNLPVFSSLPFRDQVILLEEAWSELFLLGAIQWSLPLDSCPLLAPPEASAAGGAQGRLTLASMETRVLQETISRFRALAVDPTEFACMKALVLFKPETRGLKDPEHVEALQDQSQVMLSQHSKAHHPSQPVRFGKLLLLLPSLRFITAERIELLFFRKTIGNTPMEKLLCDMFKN
Peg3 prom inh: reduces Peg3 promoter-driven luciferase expression in HeLa. HeLa PEG-Prom luciferase reporter, luminescence, overnight. inhibition, % at 20 µM. AID 588405. hit rate 1.7% among 360,000;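 active = inhibition of at least 50% at 20 µM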
iPSC survival up: hiPSC single-cell survival enhancement. ATPlite luminescence; 100% = ROCK inhibitor wells, 0% = DMSO. survival enhancement, % at 20 µM. hit rate 0.044% among 360,000; in the data active = survival enhancement above about 18%;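 also: cells exposed to compounds for 16 hours before the ATP read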
KKLEB cytotox: counter-screen for CF NF-kB inhibitors: cytotoxicity; AID 602141; KKLEB CF airway cells viability, ATPlite luminescence, overnight; active compounds read low; cells stimulated with P. aeruginosa culture filtrate; activity change (cytotoxicity), % at 5 µM; hit rate 0.36% among 360,000;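 active = corrected activity change at or below -50% at 5 µM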
NR2E3 ag-2: activates human photoreceptor nuclear receptor NR2E3; Q9Y5X4; GST-NR2E3/biotin-RetCOR TR-FRET, 1536-well; hit rate 0.12% among 320,000; inhibition of corepressor binding, % at 4.78 µM; AID 2300;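 active = percent inhibition above the cutoff of mean plus 3 SD of all tested compounds, set per screening campaign, cut at about 20% in these data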;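 also: 0% = DMSO wells and 100% = biotin wells as full block of FRET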
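System: GST-tagged NR2E3 plus biotinylated RetCOR corepressor; Buffer or medium: pH 7.5 Tris-based buffer; Probe or stimulus: RetCOR corepressor, biotinylated, 7 nM; Doses: compound at 4.8 µM, single dose; Schedule: 5 h incubation at 4 °C; Technique: time-resolved FRET; Evaluation: percent inhibition of TR-FRET ratio; Replication: one well per compound, singlicate testing.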
CF NFkB block: inhibitors of cystic fibrosis induced NF-kB; AID 588850; hit rate 0.86% among 360,000; KKLEB NF-kB-GFP reporter, PAF-induced, GFP fluorescence overnight; inhibition, % at 5 µM;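 active = at least 50% inhibition at 5 µM, scaled per plate between neutral and stimulator controls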;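 also: PAF is a Pseudomonas aeruginosa culture filtrate used as stimulus; plate controls were PAF-stimulated DMSO wells for no effect and unstimulated DMSO wells for full effect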
TRPM1 prom inh: reduces MITF-dependent TRPM1 promoter luciferase signal; SK-MEL-5 TRPM1 promoter luciferase, 24 h; hit rate 0.83% among 330,000; inhibition, % at 12.5 µM;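 active = mean inhibition across replicates of 60% or more, whatever share of single replicates reaches that level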; also: values of inactives mirror those of a sister screen read the other way
HIF-2a inh: blocks HIF-2a reporter activity. hit rate 0.72% among 360,000. inhibition, % at 18.8 µM. AID 624352. 786-0 RCC cells HIF-2a reporter, luciferase luminescence, overnight;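 active = inhibition of the luminescence signal of 40% or more relative to plate controls, in a single-dose primary screen at 18.75 µM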
TWEAK Fn14 block: blocks TWEAK-Fn14 interaction in a reporter cell assay | AID 1159606 | hit rate 2% among 360,000 | TWEAK-stimulated Fn14 reporter cells, luciferase luminescence, 8 h | inhibition, % at 10 µM; in the data active = inhibition above about 50%
aDG glyco up: alpha-DG glycosylation activation. activation, % at 10 µM. hit rate 0.22% among 360,000. Pro5-aDG cells, alpha-DG glycosylation AlphaScreen (IIH6); 0% Pro5, 100% B10-LARGE cell signal;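 active = activation of at least 8% versus controls, or a plate z-score of at least 8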;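 also: Pro5 are CHO cells carrying HIG-tagged alpha-DG that lacks glycosylation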
The depositor's hits bear a star; / = no result given.

SMILES	Shn3 3UTR inh	NR2E3 ag-1	Peg3 prom inh	iPSC survival up	KKLEB cytotox	NR2E3 ag-2	CF NFkB block	TRPM1 prom inh	HIF-2a inh	TWEAK Fn14 block	aDG glyco up
N/C(=N\OC(=O)N1c2ccccc2Sc2ccccc21)c1ccc(Br)cc1	-7	3	22	3.9	11	-2	-10	1	-15	-9	-0.1
O=C(CCSc1ccccc1)Nc1ccc(S(=O)(=O)N2CCOCC2)cc1	12	-12	25	-1.1	5	5	4	11	20	-18	-0.3
N#Cc1ccc(OCC(=O)Nc2nc(-c3ccccn3)cs2)cc1	74	-20	31	-0.4	1	/	-9	/	21	-7	0.7
CC(C)Sc1nc2c(cnn2-c2ccc(F)cc2)c(=O)[nH]1	-2	-3	21	-1.0	-16	2	-5	-18	9	-11	-0.2
Cc1nc(CCNC(=O)CC2C(=O)NCCN2Cc2ccc(F)cc2)sc1C (centres undefined)	17	-14	2	0.4	16	4	-14	9	6	10	0.2
COC(=O)Cc1c(C)nc(SCc2ccccc2)[nH]c1=O	-16	-10	2	0.1	1	-5	10	7	15	7	-0.1
O=C(CSc1nc2cc(Cl)c(Cl)cc2[nH]1)c1ccc2c(c1)OCO2	-15	-28	19	0.5	-4	-2	15	5	-23	-6	0.0
O=C(c1cc2ccccc2o1)N(C1CC1)C1(C(=O)Nc2ccccc2)CCCC1	79	-4	17	-0.5	-1	2	-4	5	2	6	-0.1
Cc1ccc(OC(=O)c2cc3ccccc3o2)cc1	37	-24	-2	1.1	2	-2	-5	6	-7	-12	0.1
COc1cc(-n2c(=O)c3ccccc3n(CC(=O)c3ccccc3)c2=O)cc(OC)c1OC	-21	7	10	0.1	-17	2	45	3	10	-24	-0.1

Ordered by value in HIF-2a inh (falling): some entries from above.
canonical_smiles | HIF-2a inh
CC(C)Sc1nc2c(cnn2-c2ccc(F)cc2)c(=O)[nH]1 | 9
Cc1ccc(OC(=O)c2cc3ccccc3o2)cc1 | -7
O=C(CSc1nc2cc(Cl)c(Cl)cc2[nH]1)c1ccc2c(c1)OCO2 | -23

(cont.)
SMILES	Shn3 3UTR inh	NR2E3 ag-1	Peg3 prom inh	iPSC survival up	KKLEB cytotox	NR2E3 ag-2	CF NFkB block	TRPM1 prom inh	HIF-2a inh	TWEAK Fn14 block	aDG glyco up
Nc1ncnc2c1ncn2[C@@H]1O[C@H](C(=O)N2CCCN(Cc3ccccc3F)CC2)[C@@H](O)[C@H]1O	1	-9	3	5.4	-13	/	2	/	18	-17	0.0
CC(C)c1ccc(OC(=O)c2cccc(S(=O)(=O)N3CCN(C)CC3)c2)cc1	-4	-20	4	-0.3	-7	-5	6	-2	-3	-2	-0.1
COc1cc(OC)cc(C(=O)N[C@H](C(=O)Nc2nnc(C3CC3)s2)C(C)C)c1	3	-10	12	0.4	13	-4	-10	2	24	13	-0.1
COc1ccc(C(=O)Nc2c3c(nn2-c2ccc(Cl)cc2)CS(=O)(=O)C3)cc1	4	14	-7	0.4	13	-4	-5	-6	5	13	0.0
COc1ccc(-n2c(=S)[nH]c3cc(C(=O)N4CCN(c5ccccc5)CC4)ccc3c2=O)c(OC)c1	19	-8	15	-0.6	0	0	23	-2	2	-5	0.1
CCOc1c(S(=O)(=O)NC2CC(C)(C)NC(C)(C)C2)ccc(Cl)c1Cl	24	-10	-7	-1.0	-6	0	4	-2	11	5	0.2
CCOC(=O)COc1ccc(N)cc1CC(NC(C)=O)(C(=O)OCC)C(=O)OCC	13	9	3	-0.3	-12	4	10	15	-5	-19	-0.2
Cc1cccc(Nc2nc(NCCCN3CCOCC3)nc(N)c2[N+](=O)[O-])c1	-5	-3	41	-1.4	-6	2	-33	-21	2	-22	-0.4
O=S(=O)(c1ccc(F)cc1)N1CCN(C(=S)NCCc2ccccc2)CC1	8	-2	11	0.1	3	-2	4	7	12	1	0.5
C[C@@H]1CN([C@@H](C)CO)C(=O)c2ccccc2-c2ccccc2CO[C@@H]1CN(C)S(=O)(=O)c1ccc(C(F)(F)F)cc1	-3	3	12	-1.5	1	/	13	/	15	-16	0.1
O=C(COC(=O)Cc1ccc(Cl)c(Cl)c1)Nc1ccc2[nH]c(=O)[nH]c2c1	2	-16	4	-0.4	-10	1	10	-3	16	-7	0.3
NC(=O)c1ccc(C2SCC(=O)N2CCc2ccccc2)cc1 (centres undefined)	12	-17	1	-0.5	-8	5	-2	0	15	6	0.0
CC1(C(=O)Nc2ccc3[nH]ncc3c2)CCN1C(=O)C1(c2ccccc2)CC1 (centres undefined)	-14	26	5	-2.1	9	/	-33	/	24	4	-0.3
Cc1cc(C)cc(-n2nnc(C(=O)NCc3ccc(Cl)cc3)c2N)c1	-3	-16	4	0.1	-6	-1	17	-8	15	-7	0.5
COC(=O)C1=C(C(=O)OC)[C@@H]2N(C)c3ccc(OC)cc3[C@@]23C[C@@H](C(=O)OC)N(C(=O)CC(C)C)C3=N1	-29	16	8	0.4	-25	2	-21	-13	18	-4	-0.1
O=C(c1ccco1)N1CCN(c2ncnc3scc(-c4ccc(Cl)cc4)c23)CC1	12	-17	18	3.2	-13	/	19	/	27	-10	-0.1
Cc1cccc(OCC(=O)Nc2ccc3c(c2)nc(CCN2CCN(c4ccccn4)CC2)n3C)c1	38	9	39	-0.2	-12	-1	29	38	16	36	0.9
CCCCn1c(=O)[nH]c(=O)c2c1nc(-c1ccccc1F)n2Cc1ccccc1OC	8	4	16	0.0	5	-2	10	10	24	-7	0.3
Cc1cc(C)nc(SC2CC(=O)N(c3ccc(Cl)cc3)C2=O)n1 (centres undefined)	0	-13	8	-0.5	-2	3	-2	11	24	-1	0.0
COc1ccc(CC(=O)Nc2ccc(N3CCCCC3)cc2)cc1	1	3	-81	1.4	1	1	-2	-7	-106	-39	-0.3
CC(=O)N1CCN(C(=O)c2ccc(S(=O)(=O)Nc3ccccc3F)cc2)CC1	-1	-5	18	2.2	4	1	-2	1	-4	17	0.3
CC(C)c1cccc(C(C)C)c1OC(=O)NC(=O)c1c(F)cccc1F	15	-8	11	-0.4	-10	-5	6	-4	5	-17	-0.2
Cc1ccc(SC(C)C(=O)Nc2ccccc2-c2ccccc2)cc1 (centres undefined)	16	14	24	-0.6	5	2	8	4	13	6	-0.1
COc1cc(NC(=O)COc2ccc(Br)cc2)ccc1NC(=O)C(C)C	2	-2	9	-0.1	16	-2	-23	2	10	-7	-0.1
COC1=CC(=O)OC(c2ccco2)C1 (centres undefined)	17	-14	-6	3.5	0	/	9	9	-2	-9	0.2
Cc1ccc2c(c1)/C(=C/c1ccco1)C(=O)N2	-10	-35	-28	0.5	3	1	-39	8	-28	20	-0.4
O=C(CSCc1ccc(F)cc1)N1CCN(c2ccccc2)CC1	-18	-12	-90	-0.1	3	-5	7	-15	-109	-4	0.0
CC(OC(=O)[C@@H]1CCCN1C(=O)c1cccs1)C(=O)Nc1cccc([N+](=O)[O-])c1 (some centres undefined)	12	-11	8	1.0	4	/	35	5	0	-1	0.2
COc1ccc(NC(=O)C2(C)CCN2C(=O)c2ccccc2CCc2ccccc2)cc1OC (centres undefined)	22	-29	29	-0.5	2	/	3	/	6	6	-0.1
Cc1ccc(NC(CC(=O)c2ccccc2)C(=O)O)cc1Cl (centres undefined)	-105	-105	-302	-0.2	-3	3	-6	-72	-327	29	0.1
COc1ccc2[nH]c3c(c2c1)CCN1C(=O)C(CC(=O)NC(C)(C)C)C[C@H](C(=O)N2CCCCC2)[C@@]31C (some centres undefined)	5	-7	-7	-0.6	5	/	6	-1	5	-4	-0.2
COc1ccccc1-n1c(SCC(=O)O)nnc1-c1ccc(S(=O)(=O)N2CCCCC2)cc1	-12	12	6	-1.4	9	2	-12	4	12	11	-0.1
CC1CCN(C(=O)CN(C)S(=O)(=O)c2cccc3nsnc23)CC1	-8	-8	10	-1.1	-9	-2	10	-19	17	-26	0.1
Clc1ccccc1Cn1nnc2c(Nc3ccccc3)ncnc21	9	-84	-76	-0.5	13	-3	-2	-26	-149	1	0.1
CCN(CC)C(=O)c1cccc(-c2csc(C(NC(C)=O)c3cccc(OC)c3)n2)c1 (centres undefined)	6	12	5	0.5	-5	/	-30	/	13	2	0.1
COc1cc(NC(=O)c2ncn[nH]2)cc(OC)c1OC	-12	-26	10	1.3	-5	/	13	2	15	-4	0.8
O=C(NN1C(=O)NC2(CCCCC2)C1=O)c1ccc(-c2ccc(Cl)cc2)o1	-33	38	6	-0.5	3	3	4	5	-21	9	0.4
Cc1nnc(SCCn2c(N3CC(C)CC(C)C3)nc3c2c(=O)n(C)c(=O)n3C)s1 (centres undefined)	-3	2	15	-1.5	-2	/	-2	2	5	-6	-0.3
Cc1c(Cl)cccc1NC(=S)NC1CCN(Cc2ccccc2)CC1	4	-6	16	-1.4	-3	-4	13	20	9	-12	1.6
COc1cc(NS(=O)(=O)c2ccc(NS(=O)(=O)c3ccccc3)cc2)nc(OC)n1	-6	-8	4	6.1	3	2	9	-2	12	-2	-0.2
Cc1nc(N2CCOCC2)nc(OC(C)C)c1[N+](=O)[O-]	18	-22	-11	-1.0	-17	2	20	-4	26	-13	-0.4
Cc1ccc(NC(=O)CSCC(=O)NNC(=O)c2nn(C)c(=O)c3ccccc23)cc1	-4	-18	-14	-0.3	-21	1	20	7	7	3	0.1
O=C(Nc1ccc(Br)cc1)/C(=C/c1cccc([N+](=O)[O-])c1)NC(=O)C1CCCCC1	-11	6	21	1.0	-14	3	-10	-2	-4	-8	0.4
CCc1ccc2[nH]c(=O)c(C(c3nnnn3CCOC)N3CCN(c4ccc(F)cc4)CC3)cc2c1 (centres undefined)	-8	-6	7	-1.0	5	5	-19	7	6	2	-0.3
O=C(COc1ccccc1)Nc1ccc2c(c1)nc1n2CCSC1	-46	-27	-200	-2.1	4	-2	5	-71	-186	-6	-0.1
Cc1ccccc1-n1nnnc1SCC(=O)Nc1ccc(S(=O)(=O)N2CCCC2)cc1	15	-35	14	-0.8	-1	-3	6	40	18	18	-0.2
O=C(O)CSC1CC(=O)N(c2ccc(Br)cc2)C1=O (centres undefined)	-65	6	-6	-0.5	1	1	-8	1	-5	-7	-0.1
CCCn1nc2cc(C(=O)NCc3ccc4c(c3)OCO4)ccc2c1OCC	-1	19	-32	2.3	-15	2	5	3	-9	0	0.3
Cn1cccc1C(=O)NC(=O)COC(=O)c1ccccc1Sc1ccccc1C#N	-3	-2	-2	5.0	3	1	-13	0	4	-16	-0.2
Cc1ccc(NC(=O)c2ccccc2NS(=O)(=O)c2ccc(F)cc2)cc1S(=O)(=O)N1CCCCC1	71	89*	52*	0.6	-26	1	48	30	11	72*	0.6
